High-throughput results (PubChem)
ABCB6 inh MLPCN – ABCB6 transporter inhibitors, primary screen, K562-ABCB6 cells, flow cytometry, MLPCN library; K562-ABCB6 porphyrin accumulation, 1 h; stronger effect = lower value; AID 602162, 2011; actives 0.19% (n = 360,000); ATP-binding cassette sub-family B member 6 (Homo sapiens), Q9NP58; fluorescence ratio to DMSO, % at 10 µM;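 active = fluorescence ratio to DMSO below 75%, the collection mean minus 3 SD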;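 note: signal is porphyrin accumulated inside mitochondria; 100% equals median channel fluorescence of DMSO control wells; lower ratio means ABCB6 inhibition with less porphyrin fluorescence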
hiPSC survival – enhancers of single-cell hiPSC survival, primary screen, ATPlite luminescence | 100% = ROCK inhibitor wells, 0% = DMSO | survival enhancement, % at 20 µM | actives 0.044% (n = 360,000); in the data active = survival enhancement above about 18%;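 note: cells exposed to compounds for 16 hours before the ATP read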
Vif imaging – HIV Vif self-association inhibitors, primary screen, imaging, HEK293T, single point; AID 602346, 2012; actives 0.35% (n = 340,000); inhibition, % at 7.49 µM; HEK293T cells, Vif self-association by quenched fluorescence, 24 h; in the data active = inhibition above about 50%, passing the limit was not always enough; note: some results filed as inactive read as strong as hits
H9c2 protect – cardioprotection against H2O2-induced cell death, primary screen, uHTS, H9c2 cells, ATPLite luminescence; actives 0.63% (n = 360,000); H9c2 cardiomyocytes, H2O2 injury protection, 2 h; protection from H2O2 cell death, % at 20 µM;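 active = compounds giving at least 50% protection of heart cells from peroxide-induced death in the single-dose screen, raw or plate-pattern-corrected value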;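 note: 0% = DMSO wells with peroxide and 100% = DMSO wells without peroxide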
Glyco luc inh – increase of ERlucT glycosylation luciferase signal, primary screen, N-linked glycosylation inhibitor project, D54 ERlucT cells, luminescence, set 2; reporter increase, % at 12.5 µM; actives 0.23% (n = 360,000); D54 ERlucT glycosylation luciferase reporter, 24 h; percent of 100 nM tunicamycin response;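 active = mean luciferase reporter signal, scaled so untreated is 0 and the glycosylation-blocking control 100, at or above a set limit in every replicate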;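 note: luciferase carries N-glycosylation sites so blocking glycosylation raises the light; 0% = median of neutral control wells and 100% = median of 100 nM tunicamycin wells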
CaV13 FRET inh – Disruptors of the CACNA1D IQ motif to Ca2+-dependent inactivation inhibitor domain association, primary screening, Förster resonance energy transfer in intact living …; HEK cells, CFP/YFP FRET ICDI-IQ, plate reader, 10 min; percent FRET-ratio fall versus neutral wells; inhibition, % at 12.3 µM; actives 0.098% (n = 340,000); AID 743397;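 active = mean replicate inhibition of at least 30% and at least 1% of replicates passing that level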;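 note: 0% = median of the neutral control wells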
PDI turbidity – inhibitors of human PDI, primary screen, biochemical, turbidity, single point, plate reader | inhibition, % at 10 µM | actives 0.052% (n = 350,000) | PDI insulin aggregation turbidity, A650, 90 min | AID 588391, 2011 | Protein disulfide-isomerase (Homo sapiens), P07237;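 active = mean inhibition across replicates of 30% or more, whatever share of single replicates reach that level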;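 note: absorbance from insulin aggregation driven by PDI reduction with DTT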
Target sequence (P07237 whole entry, looked up): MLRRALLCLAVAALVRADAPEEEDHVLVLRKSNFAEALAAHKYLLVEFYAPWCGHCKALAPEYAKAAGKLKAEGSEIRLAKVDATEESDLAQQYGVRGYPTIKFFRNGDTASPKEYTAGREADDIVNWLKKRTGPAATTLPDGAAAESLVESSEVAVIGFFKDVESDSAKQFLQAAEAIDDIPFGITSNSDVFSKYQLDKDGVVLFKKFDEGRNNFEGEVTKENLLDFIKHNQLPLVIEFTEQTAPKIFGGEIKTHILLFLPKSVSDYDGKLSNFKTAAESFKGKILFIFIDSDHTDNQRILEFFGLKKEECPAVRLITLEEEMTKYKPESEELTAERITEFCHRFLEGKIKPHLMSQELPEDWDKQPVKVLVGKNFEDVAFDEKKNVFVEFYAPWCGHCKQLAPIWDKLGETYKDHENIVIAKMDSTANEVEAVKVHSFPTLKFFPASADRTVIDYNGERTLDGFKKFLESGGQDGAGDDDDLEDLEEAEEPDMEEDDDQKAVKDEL
Exocytosis inh – LAMP-1 surface exposure blockers, TALL-104 cells – cell-based, flow cytometry, MLPCN library, primary screen. TALL-104 LAMP-1 surface exposure; cells stimulated with thapsigargin and PMA. inhibition, % at 10 µM. actives 0.66% (n = 360,000). AID 651702, 2012;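 active = inhibition above about 55%, limit read from the data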
aDG glyco act – activators of alpha-DG glycosylation, primary screen, uHTS, Pro5-aDG cells, AlphaScreen; alpha-DG glycosylation AlphaScreen (IIH6); 0% Pro5, 100% B10-LARGE cell signal; activation, % at 10 µM; actives 0.22% (n = 360,000);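 active = activation of at least 8% versus controls, or a plate z-score of at least 8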;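 note: Pro5 are CHO cells carrying HIG-tagged alpha-DG that lacks glycosylation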
m5-HT2A agonist – mouse Htr2a agonists via beta-arrestin recruitment, primary screen, cell-based, luminescence. 5-hydroxytryptamine receptor 2A (Mus musculus), P35363. CHO-K1 mHTR2A beta-arrestin complementation; percent of 30 µM serotonin response. activation, % at 7.6 µM. actives 0.66% (n = 360,000). AID 624169, 2012;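 active = activation above a run cutoff, the mean activation of all tested compounds plus 3 SD, cut at about 14% in these data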;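 note: 0% = plate median of compound wells and 100% = 30 µM serotonin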
Target sequence (P35363 whole entry, looked up): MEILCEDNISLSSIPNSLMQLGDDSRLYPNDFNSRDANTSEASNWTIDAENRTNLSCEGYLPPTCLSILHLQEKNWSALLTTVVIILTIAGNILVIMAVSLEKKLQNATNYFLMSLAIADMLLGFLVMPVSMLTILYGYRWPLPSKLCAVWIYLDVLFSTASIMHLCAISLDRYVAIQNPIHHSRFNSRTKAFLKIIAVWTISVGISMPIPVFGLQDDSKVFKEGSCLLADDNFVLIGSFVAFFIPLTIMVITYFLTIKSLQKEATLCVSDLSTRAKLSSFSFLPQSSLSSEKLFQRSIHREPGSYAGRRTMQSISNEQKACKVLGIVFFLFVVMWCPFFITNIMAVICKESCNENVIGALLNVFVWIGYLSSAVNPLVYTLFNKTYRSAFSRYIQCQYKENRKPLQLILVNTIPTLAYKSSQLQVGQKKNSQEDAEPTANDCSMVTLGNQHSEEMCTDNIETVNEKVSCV
* marks the source's active call; other numbers are inactive results; nt = no result given.

SMILES	ABCB6 inh MLPCN	hiPSC survival	Vif imaging	H9c2 protect	Glyco luc inh	CaV13 FRET inh	PDI turbidity	Exocytosis inh	aDG glyco act	m5-HT2A agonist
COc1cc(C(=O)Nc2ccc(NC(=O)C(C)C)nc2)cc(OC)c1OC	89	-2.6	6	16	1	nt	-2	0	-0.1	-2
CCSc1ncc(Cl)c(C(=O)Nc2ccccc2F)n1	99	-0.1	-3	1	2	-6	-3	-1	0.0	1
COC(=O)c1cc(Br)c(=O)n(-c2ccccn2)c1	97	-2.3	15	-1	-2	0	3	2	0.7	4
Cc1cccc(Nc2ccc(C(=O)O)cc2[N+](=O)[O-])c1C	91	-0.2	-5	-6	3	-4	3	3	-0.1	4
COc1ccc(S(=O)(=O)NC(CC(=O)NC2CCCC2)c2ccco2)cc1 (configuration not stated)	103	-2.0	2	-6	-1	-5	0	-3	0.3	4
O=C1CCNc2c(Cl)cc(Cl)cc21	99	-0.5	-2	17	2	-9	0	-7	0.0	-2
Cc1ccc(NC(=O)CN(C)CC(=O)Nc2ccc(F)c(F)c2F)c(Cl)c1	100	-0.3	1	-6	2	-12	-3	1	0.1	0
O=C(Cn1nc(Cc2cccnc2)c2ccccc2c1=O)NCC1CCCO1 (configuration not stated)	93	-0.1	nt	11	2	11	nt	-8	-0.3	-4
Cc1cccc(Cn2cc(SCC(=O)Nc3nccs3)c3ccccc32)c1	95	-0.9	4	-1	-3	-5	nt	7	0.9	4
O=C(c1cnn2c(C(F)(F)F)cc(-c3ccc4c(c3)OCO4)nc12)N1CCCCC1	100	0.0	2	1	3	-4	-8	0	0.4	-3
Cc1ccc(CSc2nn3c(=O)c(C)nnc3s2)cc1	88	0.4	-11	0	5	-5	6	0	0.1	-2
Nc1ncnc2c1ncn2[C@@H]1O[C@H](CO)[C@@H](O)[C@@H]1O	99	7.2	3	-5	-4	-5	8	-2	0.0	-4
CC(OC(=O)CN(C)S(=O)(=O)c1ccc(Cl)cc1)C(=O)Nc1cccc(Cl)c1 (configuration not stated)	94	-3.1	-20	-9	1	-4	-2	1	0.1	-3
CC1(C)N=C(c2ccc(Cl)cc2)C(=O)N1	103	-0.5	24	-5	5	-6	-43	1	-0.2	3
O=C(CCc1c[nH]c2ccccc12)N1CCN(S(=O)(=O)c2ccc([N+](=O)[O-])cc2)CC1	96	1.4	-4	-6	2	-12	-2	0	0.4	4
Cc1sc2nc(CC(N)=O)[nH]c(=O)c2c1-c1ccccc1	96	-2.0	6	6	3	nt	1	0	0.1	4
O=C(CSc1ncn[nH]1)c1ccc2c(c1)OCO2	95	6.6	nt	3	1	-11	-1	0	-0.1	-3
COc1ccc(-c2cc3c(=O)n(CC(=O)Nc4ccc(C(C)=O)cc4)ncn3n2)cc1	104	-0.3	-24	-3	1	-2	4	-4	0.0	7
COc1ccccc1CNC(=O)CCNS(=O)(=O)c1cc(Br)cnc1N	99	-0.3	0	2	-1	-2	-7	-1	-0.1	8
C=CCc1ccc(OCCn2cccc2C=O)c(OC)c1	103	0.4	6	-7	0	-3	-1	-1	0.4	-2
Cc1nc([N+](=O)[O-])c(NCCCO)n1Cc1ccccc1	101	1.9	-14	1	-1	1	-2	0	0.4	-1
O=C(COc1ccccc1F)NCc1ccc(-n2cccc2)cc1	101	-0.3	-10	1	0	-2	-5	2	0.2	-3
CCOc1ccccc1N(C)S(=O)(=O)c1ccc2[nH]cc(C(=O)N(CCOC)CCOC)c(=O)c2c1	107	0.4	nt	10	-1	-2	1	-15	0.1	-1
CN1CCN(CCC(=O)N/N=C/c2cc([N+](=O)[O-])ccc2O)CC1	98	-0.1	-2	10	2	-6	0	0	0.4	-12
COc1ccc(C(=O)NC(=O)CSc2n[nH]c(N)n2)cc1	104	1.4	-1	1	0	-5	1	-1	-0.1	-3
CCOC(=O)c1cn(-c2c(C)n(C)n(-c3ccccc3)c2=O)c2c(F)c(F)c(F)cc2c1=O	100	0.5	-2	-1	0	-5	9	2	0.1	5
CCOC(=O)N1CCC(NC(=O)c2ccc(OC)c(CN3CC(=O)N4CCCC4C3=O)c2)CC1 (configuration not stated)	100	-0.1	-5	0	1	-5	1	-1	-0.2	5
C/C(=N\NS(=O)(=O)c1ccccc1)c1ccc2c(c1)OCCO2	99	2.3	12	4	2	-3	0	1	-0.2	-4
O=C(CC1C(=O)NCCN1C(=O)Nc1ccc(F)cc1F)Nc1ccc(F)cc1 (configuration not stated)	92	-0.1	8	-6	2	-2	0	-2	-0.1	8
CCOC(=O)c1sc(=NC(=O)COc2ccc(Cl)cc2)n(C)c1C	97	-0.1	10	3	1	6	-2	-9	-0.3	-3
CCCCc1cc(=O)oc2c(CN3CCCC3)c(O)c(Cl)cc12	102	-2.3	10	3	1	-4	2	-3	0.1	-2
O=C(CSc1nnc(-c2ccc(OC(F)F)cc2)o1)NC(=O)NCc1ccco1	101	0.1	-3	-2	0	-9	-1	4	0.8	-2
C=CCC1CCCC(=O)N2CCCC12 (configuration not stated)	100	0.9	0	5	1	-7	11	-4	0.0	0
O=C(COC(=O)/C=C/c1cccc(C(F)(F)F)c1)NCCN1C(=O)CSC1=O	91	-0.5	-8	-1	0	-6	4	5	-0.1	3
COc1ccc(Cn2nnnc2C(c2cc3cc(C)ccc3[nH]c2=O)N2CCOCC2)cc1 (configuration not stated)	104	-0.8	-8	8	-1	-7	3	2	0.0	-2
Nn1c(=S)[nH]nc(Cc2ccc(O)cc2)c1=O	100	3.1	1	-5	4	-5	4	4	-0.1	3
CCOc1cccc(C2C(C(=O)c3ccc(C)o3)=C(O)C(=O)N2c2nnc(C)s2)c1 (configuration not stated)	103	3.0	-7	6	-3	-2	-5	-3	0.4	4
CC1CCc2[nH]nc(C(=O)O)c2C1 (configuration not stated)	98	0.5	5	-3	-2	-4	-1	-1	-0.1	6
COC(=O)C1CN(C(=O)COc2ccc(C)cc2)c2ccccc2O1 (configuration not stated)	98	0.9	nt	6	-1	-18	3	-16	0.0	8
O=[N+]([O-])c1c(NCCCO)cc(SCc2ccco2)c2nonc12	105	0.6	-4	3	5	-3	0	0	0.3	-5
Cc1noc(C)c1C(=O)OCC(=O)N1CCc2ccccc21	97	0.6	19	5	1	-5	-5	-16	0.2	0
Cc1ccccc1OCCC(=O)OCC(=O)N1CCN(S(=O)(=O)c2ccc(Cl)cc2)CC1	101	-0.7	-1	-8	1	-4	-1	9	0.4	1
CCOC(=O)N1CCN(C(=O)CCN2C(=O)/C(=C\c3ccccc3OC)SC2=S)CC1	102	-0.2	nt	6	0	nt	-3	1	0.7	3
COc1ccc(CCCc2n[nH]c(=S)n2C)cc1C	93	0.5	1	-12	4	-7	-4	-3	-0.2	3
Cc1ccc(-c2cc(C(=O)NCC3CCCO3)no2)cc1 (configuration not stated)	98	0.5	0	-8	-6	-5	12	0	0.1	-1
CC(=O)c1cccc(NC(=O)CSc2ncc(C(=O)Nc3ccccc3)c(=O)n2C)c1	92	0.8	3	-2	30*	-15	-5	-1	0.4	3
CCn1cc(C(=O)NCc2ccc(Cl)cc2)c(=O)c2cc(S(=O)(=O)N(C)C)ccc21	97	-0.1	-10	-2	2	-4	5	2	-0.1	8
Fc1cccc(Cc2c(-c3cccc(Cl)c3)nc3ccc(Cl)cn23)c1	102	0.5	nt	-7	-1	-4	nt	1	0.1	1
CC(=O)NC(c1ccco1)c1cc(F)c2cccnc2c1O (configuration not stated)	98	0.1	-4	50*	-4	-10	3	-10	0.6	-9
CCOC(=O)c1sc(NC(=O)/C=C/c2ccc(F)cc2)nc1C	102	-1.8	10	-1	3	-2	3	-2	-0.2	-2
More structures follow:
SMILES	ABCB6 inh MLPCN	hiPSC survival	Vif imaging	H9c2 protect	Glyco luc inh	CaV13 FRET inh	PDI turbidity	Exocytosis inh	aDG glyco act	m5-HT2A agonist
CN(C(=O)COc1ccccc1C(=O)NCCc1ccccc1)c1ccccc1	98	-2.3	2	3	0	-7	1	-4	-0.2	-6
CCOC(=O)NN1C(=O)c2ccccc2NC1c1cccnc1 (configuration not stated)	94	-0.4	21	-6	0	4	0	1	-0.1	6
Cc1nc(N2CCOCC2)nc2c1CCCC2	109	0.6	7	-1	-1	0	9	-1	0.1	1
Cc1ccc(NC(=O)CSCc2ccc(F)cc2)cc1	99	-0.9	-7	-3	1	-3	-4	-5	0.4	0
Oc1ccc(Br)cc1C=Nc1ccc2[nH]ncc2c1	106	0.5	-4	64*	1	-5	2	1	-0.4	-3
C/C(=N\NC(=O)c1ccccc1)c1cccc(Br)c1	99	2.8	-5	2	1	-5	-6	-1	-0.4	-4
CCOC(=O)c1nn(-c2c(C)n(C)n(-c3ccccc3)c2=O)cc1O	96	-0.2	12	9	1	-7	2	2	4.4	1
CCOC(=O)c1c(NC(=O)c2ccc(-n3cnnn3)cc2)sc2c1CCCC2	100	0.5	0	-1	5	nt	1	0	0.1	4
COc1ccc(CCC(=O)N2c3ccccc3N=C(c3ccc4c(c3)OCO4)C2C(=O)NCc2ccccc2)cc1 (configuration not stated)	nt	nt	nt	nt	nt	-12	nt	0	-0.2	4
O=C(NCCn1ccc2ccccc21)C1CCCCC1	100	-0.3	3	-2	-1	-3	nt	14	0.2	4
CCOC(=O)c1cnc2cc(C)nn2c1-c1ccccc1	96	-0.7	4	11	-1	nt	-16	-1	-0.2	-1
O=S(=O)(NCCC1=CCCCC1)c1cccc(S(=O)(=O)N2CCOCC2)c1	107	-0.7	-13	-19	-4	-4	9	-4	-0.1	-3
COc1ccc(CNC(=O)CC23CC4CC(CC(C4)C2)C3)cc1	101	-0.2	-16	-2	1	-4	4	7	-0.1	9
CC1=NC(C(F)(F)F)(C(F)(F)F)C(C#N)=C(C)N1	97	-1.8	-2	-3	1	nt	-7	1	0.0	2
O=C(CS(=O)(=O)c1ccccc1)N(CCCN1CCOCC1)c1nc2c(F)cccc2s1	96	0.7	-4	5	1	-6	-2	-10	-0.2	-2
CCCS(=O)(=O)c1ncc(Cl)c(C(=O)Nc2ccc(S(=O)(=O)Nc3ncccn3)cc2)n1	103	-0.5	2	-1	0	-7	3	-1	0.1	-1
Cc1ccc(N(Cc2ccccc2O)C(=O)c2ccccc2F)cc1	102	-0.4	-12	-1	-2	-6	14	52	-0.1	5
COc1cc(C(=O)Nc2nnc(C3=COCCO3)o2)cc(OC)c1OC	100	-0.3	nt	6	nt	-5	7	-3	-0.1	-5
CCN(C(=O)COC(=O)CCC(=O)c1cccs1)c1c(N)n(Cc2ccccc2)c(=O)[nH]c1=O	94	-0.6	7	0	-2	-5	-4	2	0.0	-7
Cc1ccc(S(=O)(=O)CCC(=O)OCc2ccccc2)cc1	97	2.7	25	7	2	5	-11	34	-0.1	-1
